DYRK1A inh – Dyrk1A (rat) kinase inhibition; Q63470; ADP-Glo luminescence, NFATc1 peptide; inhibition, % at 12.5 µM; 310,000 tested, 0.43% active; AID 504441; in the data active means inhibition above about 50%;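 further: plate controls were vehicle with enzyme for no effect and no enzyme for full effect; many of its hits are not listed in these tables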
KCNK9 block – inhibitors of human KCNK9 two-pore domain potassium channel; Q9NPC2; HEK293 KCNK9, FluxOR thallium flux fluorescence; hits give low values; B-score at 10 µM; 310,000 tested, 1.2% active;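 active means ratio B-score over 3 SD below the library mean, with starting fluorescence within 5 SD of its mean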;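 further: negative B-score means less thallium flux so channel inhibition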
PolyA inhibitor – yeast polyadenylation inhibition | S. cerevisiae SKY197-pL101 polyadenylation reporter, beta-gal luminescence; efflux-impaired pdr1/pdr3 knockout yeast; score 100 = 6 SD above DMSO | calls only at 12 µM | 300,000 tested, 0.02% active;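 active means lowest replicate activity score at least 50, where 100 means six control SD above control mean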;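 further: yeast exposed to compound for 9 h at 30 °C; higher score means more reporter readthrough which indicates perturbed polyadenylation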
RGS4 inh – human RGS4 inhibition; HEK293 M3R/RGS4 inducible, Fluo-4 calcium flux; hits give high values; triggered by carbachol at its EC20; B-score at 10 µM; 310,000 tested, 0.45% active; AID 463165;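 active means B-score, a plate-corrected calcium signal, over three deviations above library mean, with baseline fluorescence within five deviations of library mean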;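 further: RGS4 expression induced by doxycycline in cells with stable M3 receptor; B-score is computed from the integrated fluorescence ratio over baseline after carbachol; higher B-score means a larger calcium signal and so more RGS4 inhibition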
hERG protect – shields human hERG channel from block by proarrhythmic agents | Q12809 | activation (rescue from dofetilide block), less the hit threshold, % at 10 µM | AID 1511 | CHO-hERG, FluxOR thallium flux, dofetilide IC70 present | 310,000 tested, 0.51% active;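 active means activation above the mean of controls blocked by dofetilide plus 5 SD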;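 further: thallium influx through hERG after potassium depolarization seen as dye fluorescence rise; in these data hits start at about 4.7%; inactives centre near -7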
GSK3beta inhib – inhibitors of human GSK3beta kinase | activity score (negative = inhibition), % at 10 µM | P49841 | 300,000 tested, 0.038% active | GST-GSK3beta kinase, ADP-Glo luminescence, 60 min; hits give low values;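 active means more than half of replicate wells score below -50%, meaning over 50% inhibition versus plate controls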;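 further: 0% = median DMSO wells and -100% = median GW8510 positive control wells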
Target sequence (P49841 whole entry, looked up): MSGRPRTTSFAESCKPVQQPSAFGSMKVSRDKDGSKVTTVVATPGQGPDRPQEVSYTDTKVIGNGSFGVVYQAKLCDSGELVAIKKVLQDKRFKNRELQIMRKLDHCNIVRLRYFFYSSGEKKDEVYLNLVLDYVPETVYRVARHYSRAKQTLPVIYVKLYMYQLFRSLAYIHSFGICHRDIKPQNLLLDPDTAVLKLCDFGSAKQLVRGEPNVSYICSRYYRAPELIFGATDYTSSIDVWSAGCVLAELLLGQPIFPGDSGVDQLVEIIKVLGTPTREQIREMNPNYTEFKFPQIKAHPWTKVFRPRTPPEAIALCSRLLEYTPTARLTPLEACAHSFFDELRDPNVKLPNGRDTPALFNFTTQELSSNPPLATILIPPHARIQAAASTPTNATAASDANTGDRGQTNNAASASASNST
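test system = GST-tagged human GSK3beta kinase, cell-free | reagent = 25 µM ATP with peptide substrate | dosing = one dose of 10 µM per compound | schedule = 60 min reaction, RT | detection = luminescent ADP-Glo measurement of ADP formed | control set = DMSO neutral wells and GW8510 at 20 µM as positive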
KCNQ1 pot – human KCNQ1 channel potentiation or activation; P51787; B-score at 10 µM; 310,000 tested, 0.35% active; CHO-K1 KCNQ1, thallium flux FluxOR fluorescence; hits give high values;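 active means fluorescence ratio B-score, a plate-corrected score, at least three library SD, with initial intensity B-score within 5 SD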
Target sequence (P51787 whole entry, looked up): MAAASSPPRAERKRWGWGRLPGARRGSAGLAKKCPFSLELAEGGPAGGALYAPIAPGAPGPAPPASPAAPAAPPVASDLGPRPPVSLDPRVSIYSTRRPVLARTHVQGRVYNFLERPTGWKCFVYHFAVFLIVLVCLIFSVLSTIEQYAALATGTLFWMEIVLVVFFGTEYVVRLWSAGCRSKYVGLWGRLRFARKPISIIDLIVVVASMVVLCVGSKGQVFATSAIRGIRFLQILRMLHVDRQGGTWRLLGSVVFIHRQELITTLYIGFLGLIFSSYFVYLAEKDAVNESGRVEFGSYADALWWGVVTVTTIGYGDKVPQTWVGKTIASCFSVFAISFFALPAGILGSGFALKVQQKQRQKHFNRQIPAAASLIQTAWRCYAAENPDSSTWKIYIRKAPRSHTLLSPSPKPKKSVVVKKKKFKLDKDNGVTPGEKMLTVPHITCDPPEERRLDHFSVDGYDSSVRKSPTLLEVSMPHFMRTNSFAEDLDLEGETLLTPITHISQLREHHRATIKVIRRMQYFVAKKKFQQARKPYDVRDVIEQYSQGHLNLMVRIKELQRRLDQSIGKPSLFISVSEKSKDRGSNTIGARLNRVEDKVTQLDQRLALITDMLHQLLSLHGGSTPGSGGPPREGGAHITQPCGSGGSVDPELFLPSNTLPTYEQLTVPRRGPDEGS
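Test system: CHO-K1 cells stably expressing KCNQ1 / Medium: assay buffer / Also added: depolarizing K+/Tl+ stimulus, K2SO4 and Tl2SO4 each 12.5 mM in 5x stock / Incubation: 90 min dye loading and 20 min compound exposure, both at room temperature / Signal: thallium influx via FluxOR fluorescence, kinetic imaging / Evaluation: B score of baseline-normalized fluorescence ratio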
KCNK3 inh – human KCNK3 channel inhibition, primary screen; O14649; CHO-KCNK3 thallium flux, FluxOR fluorescence; hits give low values; B-score at 10 µM; 340,000 tested, 0.84% active; AID 602410;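 active means B-score under library mean minus 4 SD, starting fluorescence ratio at most library mean plus 5 SD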;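 further: more negative B-score means stronger inhibition of thallium flux through KCNK3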
KCNQ1 block – inhibitors of human KCNQ1 potassium channel | CHO-K1 KCNQ1, FluxOR thallium flux fluorescence; hits give high values | B-score at 10 µM | P51787 | 310,000 tested, 1.3% active;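 active means compounds whose thallium flux B-score, printed positive for inhibition, exceeds three library SD while starting fluorescence stays within three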;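 further: channel opened by potassium depolarization with thallium stimulus after 20 min compound exposure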
RGS4 pot – potentiators or activators of RGS4; B-score at 10 µM; AID 463111; HEK293 M3R/inducible RGS4, carbachol calcium flux Fluo4; hits give low values; 310,000 tested, 0.92% active;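 active means B-score of the integrated calcium signal more than 4 SD below the library mean, with starting fluorescence not abnormally high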;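 further: negative B-score means reduced calcium response which marks RGS4 activation or potentiation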
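Test system: HEK293 cells with stable M3R and inducible RGS4; also added: carbachol at ECmax as muscarinic agonist stimulus; schedule: dye loading 30 min 37 °C, buffer rest 30 min RT; technique: kinetic calcium fluorescence imaging with Fluo4-AM dye, 2 µM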
GSK3A inh – human GSK-3 alpha kinase inhibition | ADP-Glo luminescence, 60 min | inhibition, % at 10 µM | 320,000 tested, 0.1% active;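 in the data active means inhibition above about 50%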;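 further: GST-tagged GSK-3 alpha with peptide substrate and 25 µM ATP; 0% = DMSO neutral wells and 100% = GW8510 positive control wells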
An asterisk follows results filed as active; i = inactive; nt = no result given. Some of the compounds tested. The share of hits here may be higher or lower than overall.

SMILES	DYRK1A inh	KCNK9 block	PolyA inhibitor	RGS4 inh	hERG protect	GSK3beta inhib	KCNQ1 pot	KCNK3 inh	KCNQ1 block	RGS4 pot	GSK3A inh
O=C1CC(C(=O)N2CCN(c3ccc(F)cc3)CC2)CN1CCc1ccccc1 (stereo not drawn)	0	i	i	i	-9	3	i	i	i	i	0
Cc1cccc(NC(=S)NCc2cccs2)c1C	nt	i	i	i	-6	4	i	i	i	i	0
O=C(Nc1cnn(Cc2ccc(Cl)cc2)c1)c1cccs1	-5	i	i	i	-14	1	i	i	i	i	-2
O=C(N/N=C/c1ccc(OC(=O)c2cccc(F)c2)cc1)c1cccnc1	-5	i	i	i	-7	-5	i	i	i	i	-2
CCCCc1ncc(CN2CCC(CC3CCCCO3)(C(=O)OCC)CC2)[nH]1 (stereo not drawn)	6	i	i	i	-5	2	i	i	i	i	-1
COc1ccc(C(=O)NCCSCc2ccco2)cc1OC	-6	i	i	i	-13	0	i	i	i	i	-2
CC(=O)c1ccc(OCCCC(=O)N2CCN(S(=O)(=O)c3cccs3)CC2)cc1	-9	i	i	i	-8	1	i	i	i	i	4
COCCNC(=O)c1c(N)n(CCC2=CCCCC2)c2nc3ccccc3nc12	-8	i	i	i	-16	0	i	i	i	i	2
CCOC(=O)c1oc2cc(C)cc(C)c2c1C	1	i	i	i	-8	0	i	i	i	i	-3
CC(=O)c1cc(F)c(N2CCN(c3ccc([N+](=O)[O-])cc3F)CC2)cc1C	-5	i	i	i	-7	nt	i	i	i	i	2
O=C1c2ccccc2S(=O)(=O)N1Cc1nnc(-c2ccccc2Br)o1	59*	i	i	i	-4	0	i	i	i	i	nt
COC(=O)C1=C(O)C2(C(=O)O)CC(C(=O)OC)=C(O)C(C(=O)O)(C1)C2	0	i	i	i	-7	1	i	i	i	i	-4
O=C(CCC1CCN(Cc2ccc(Cl)cc2)CC1)NC1CC1	-3	i	i	i	-2	-2	i	i	i	i	2
Cc1c(CC(=O)O)c(=O)oc2cc3occ(-c4ccc(F)cc4)c3cc12	5	i	i	i	-6	3	i	i	i	i	2
CN(C)C(=O)c1nc(C#N)c(N(C)C)o1	3	i	i	i	-9	-3	i	i	i	i	-1
CN(C(=O)CC1C(=O)NCCN1Cc1cccc(C(F)(F)F)c1)C1CCOCC1 (stereo not drawn)	-2	i	i	i	-7	4	i	i	i	i	0
CS(=O)(=O)N(CC(=O)N1CCOCC1)Cc1ccccc1	8	i	i	i	-9	2	i	i	i	i	-5
CCC(C)NC(=O)c1cn(CC)c2cc(N3CCN(C)CC3)c(F)cc2c1=O (stereo not drawn)	nt	i	i	i	-7	0	i	i	i	i	-7
CCc1ccc2[nH]c(C(=O)N(C)c3ccc(F)cc3F)cc2c1	3	i	i	i	-4	1	i	i	i	i	0
COc1ccc(N2CCN(C(=O)c3cc4c(=O)n(Cc5ccccc5)ccc4nc3C)CC2)cc1	-3	i	i	i	-12	0	i	i	i	i	-1
Cn1c(SCCC#N)nnc1-c1ccc(F)cc1	0	i	i	i	-15	-1	i	i	i	i	-2
C[C@]12CC[C@@H]3c4ccc(O)cc4CC[C@H]3[C@@H]1CC[C@@H]2OC(=O)CCC1CCCC1	-6	i	i	i	-8	-1	i	i	i	i	-3
O=C1C(=O)c2ccccc2C(O)=C1c1ccccc1F	23	i	i	i	-9	-3	i	i	i	i	-1
COc1ccc(C(=O)Nc2ccccc2C(=O)Nc2ccncc2)cc1	nt	i	i	i	-8	0	i	i	i	i	2
O=c1cc(N2CCCCC2)c(-c2ccccc2)nn1Cc1ccccc1	-5	i	nt	i	-11	0	i	i	i	i	-1
CCOC(=O)c1csc(NC(=O)c2ccc(S(=O)(=O)N(C)C)cc2)n1	-3	i	i	i	-12	2	i	i	i	i	0
CCOc1cccc(-c2nn3c(-c4ccco4)nnc3s2)c1	2	i	i	i	-16	2	i	i	i	i	2
CCCSc1nc2c(c(=O)[nH]c(=O)n2C)n1Cc1ccc(C)cc1	-2	i	i	i	-3	6	i	i	i	i	-2
NC(=O)c1ccc(C23CC4CC(CC(C4)C2)C3)o1	-5	i	i	i	-7	0	i	i	i	i	-1
O=C(COc1cc(Cl)c(Cl)cc1Cl)N1CCN(c2ccccn2)CC1	-4	i	i	i	-1	-1	i	i	i	i	0
COC(=O)c1ccc(C(=O)OCCCc2nc3ccc(N)cc3[nH]2)cc1	6	i	i	i	-3	3	i	i	i	i	-2
O=C1CC(N2CCN(Cc3ccc4c(c3)OCO4)CC2)C(=O)N1c1ccccc1 (stereo not drawn)	-2	i	nt	i	-7	2	i	i	i	i	2
Cc1cccc(NC(c2ccc(O)cc2)c2ccc3ccc(C)nc3c2O)n1 (stereo not drawn)	-8	i	i	i	-18	0	i	i	i	i	-1
Cc1nc(SCCc2ccccc2)[nH]c(=O)c1C	2	i	i	i	-9	1	i	i	i	i	-2
Cc1ccccc1Nc1nc(N)nc(COC(=O)[C@@H](NC(=O)c2c(F)cccc2F)C(C)C)n1	-1	i	i	i	-8	0	i	i	i	i	-1
CCCCOC(=O)c1cc(=O)[nH]c(=O)[nH]1	8	i	i	i	-3	4	i	i	i	i	0
Cc1c(-c2ccc(F)cc2)nc(N)c(C#N)c1-c1cccs1	0	i	i	i	-8	-2	i	i	i	i	-1
O=C(Nc1cccc(S(=O)(=O)N2CCCCCC2)c1)c1cc(=O)c2ccccc2o1	-4	i	i	i	-11	nt	i	i	i	i	-1
COc1ccc(NC(=O)CCNS(=O)(=O)c2ccc3c(c2)CCC(=O)N3)cc1	nt	i	i	i	-11	5	i	i	i	i	5
CCN(CC)C(=O)N1c2ccccc2C=Cc2ccccc21	4	-8.2*	nt	i	-10	-3	i	i	i	i	-2
Cc1c(NC(NC(=O)CC(C)C)C(Cl)(Cl)Cl)c(=O)n(-c2ccccc2)n1C (stereo not drawn)	-2	i	i	i	-2	0	i	i	i	i	-1
CC(C)CN1CCNC(=O)C1CC(=O)NCCc1ccc(C(F)(F)F)cc1 (stereo not drawn)	0	i	i	i	-6	2	i	i	i	i	-1
Cc1csc(SCC(=O)Nc2nc3ccccc3s2)n1	39	i	i	i	-10	-7	i	i	i	i	-1
CC(=O)Nc1ccc(Nc2nc(C)nc3c2oc2ccccc23)cc1	9	i	i	i	-13	-2	i	i	i	i	-1
COC(=O)c1cc(-c2c(C)nn(-c3ccccc3)c2C)n[nH]1	-3	i	i	i	-1	0	i	i	i	i	2
O=C(O)CCC(=O)NNc1ccccc1[N+](=O)[O-]	2	i	i	i	-11	1	i	i	i	i	4
O=C(NCCCN1CCOCC1)c1ccc2c(c1)N(Cc1ccc(Cl)cc1)C(=O)c1ccccc1S2=O (stereo not drawn)	-2	i	i	i	-17	1	i	i	i	i	-2
COC12NC(=O)N(C)C1(OC)C(=O)N(C)C(=O)N2C (stereo not drawn)	2	i	i	i	-10	3	i	i	i	i	-3
Cc1ccc(NC(=O)c2ccco2)c(NC(=O)c2cccs2)c1	7	i	i	i	-1	-1	i	i	i	i	0
COc1ccc(CN2CC(C(=O)NCCC3=CCCCC3)CC2=O)cc1 (stereo not drawn)	-7	i	i	i	-1	-1	i	i	i	i	-1
CN(Cc1nnc(-c2ccc(F)cc2)o1)c1ccccc1	3	i	i	i	-2	2	i	i	i	i	3
C/C(=N\NC(=O)c1ccccc1O)C1CC1	7	i	i	i	-6	-1	i	i	i	i	-4
CCOC(=O)C1=C(C)C(c2ccccc2)NC(=S)N1 (stereo not drawn)	6	i	i	i	-8	-2	i	i	i	i	0
O=C(O)CCC(=O)NNC(=O)CCC(=O)Nc1ccccc1	-5	i	i	i	-10	0	i	i	i	i	0
Cc1cc(C)c(C)c(Cn2c(CO)nc3ccccc32)c1C	-4	i	i	i	-5	2	i	i	i	i	-3
COC(=O)c1ccc(-c2noc(CN(C)CCC3CCCCO3)n2)cc1 (stereo not drawn)	-4	i	i	i	-5	-1	i	i	i	i	-28
CC(C)N(Cc1cc2ccccc2[nH]c1=O)C(=O)C(C)(C)C	6	i	i	i	-5	-8	i	i	i	i	-1
CNc1nc2c(C)cccn2c(=O)c1C=Nc1ccc(OC)cc1	4	i	i	i	-14	-5	i	i	i	i	-3
O=C(Cc1c(O)c2ccccc2[nH]c1=O)N(Cc1ccccc1)Cc1ccccc1	-3	i	i	i	-2	6	i	i	i	i	-1
CC(C)c1ccc(/C=C(\NC(=O)c2ccccc2)C(=O)NCCCN2CCOCC2)cc1	2	i	i	i	-9	-3	i	i	i	i	-1

Two entries from above, with values under each structure.
Second line of a record: DYRK1A inh, KCNK9 block, PolyA inhibitor, RGS4 inh, hERG protect, GSK3beta inhib, KCNQ1 pot, KCNK3 inh, KCNQ1 block, RGS4 pot, GSK3A inh
- O=C(Cc1c(O)c2ccccc2[nH]c1=O)N(Cc1ccccc1)Cc1ccccc1
 : -3, i, i, i, -2, 6, i, i, i, i, -1
- O=C(Nc1cccc(S(=O)(=O)N2CCCCCC2)c1)c1cc(=O)c2ccccc2o1
 : -4, i, i, i, -11, nt, i, i, i, i, -1

New compounds follow.
SMILES	DYRK1A inh	KCNK9 block	PolyA inhibitor	RGS4 inh	hERG protect	GSK3beta inhib	KCNQ1 pot	KCNK3 inh	KCNQ1 block	RGS4 pot	GSK3A inh
COc1ccc(CCNC(=O)CSc2nnc(CNC(=O)c3ccccc3F)o2)cc1OC	3	i	i	i	-9	-2	i	i	i	i	-19
COCCN1C(=O)C(=O)/C(=C(/O)c2ccc(S(=O)(=O)N3CCCCC3)cc2)C1c1ccc(OC)cc1 (stereo not drawn)	4	i	i	i	-7	-4	i	i	i	i	8
CCCn1c(N2CCN(CC(=O)c3c[nH]c4ccccc34)CC2)nc2c1c(=O)[nH]c(=O)n2C	4	i	i	i	-13	1	i	i	i	i	3
CC(=O)Nc1cccc(NC(=O)CSc2nnc3ccc(-c4ccccn4)nn23)c1	-3	i	i	i	-11	-1	i	i	i	i	-2
O=C(CSc1nnc(CNC(=O)c2ccco2)o1)Nc1ccc(OC(F)(F)F)cc1	-1	i	i	i	-5	1	i	i	i	i	-2
Cc1ccc(S(=O)(=O)NCCC(c2ccc(F)cc2)c2ccco2)cc1 (stereo not drawn)	-2	i	i	i	-1	4	i	i	i	i	0
CCCCS(=O)(=O)NC1=NCN(CCOC(=O)c2ccccc2)CN1	-1	i	i	i	-2	-2	i	i	i	i	-4

Source: PubChem
